Assay outcomes from PubChem BioAssay.
H9c2 TAG inh = triacylglycerol accumulation inhibition; inhibition, % at 12.5 µM; H9c2 cells, Nile Red lipid (TAG) fluorescence; cells loaded with 200 µM oleic acid; 230,000 compounds, 0.66% hits; AID 651582;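 active = pattern-corrected inhibition of lipid staining of at least 50% with the nuclear-stain viability signal not falling by more than 50%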;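 note: 0% = DMSO wells and 100% = triacsin C control wells; some results filed as inactive read as strong as hits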
H9c2 TAG inh DAPI viability = also measured in H9c2 TAG inh; calls as there; DAPI nuclei signal change (viability), lower = more cytotoxic, %;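 whole-well DAPI fluorescence read on a plate reader as a viability signal; minus 50 percent equals half of cells still viable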
The depositor's hits bear a star; x = not tested or not shown.

SMILES	H9c2 TAG inh	H9c2 TAG inh DAPI viability
O=C(Cc1coc2ccc3ccccc3c12)N1CCN(c2ncccn2)CC1	12.8	-8.8
COc1cc(NC(=O)Nc2nc(C(N)CCc3ccccc3)cs2)cc(OC)c1OC (stereo not given)	82.6*	-1.6*
FC(F)(F)c1nnc(Nc2ccc(Cl)cc2)s1	-8.0	-5.1
CC(C)c1ccc(NC(=S)N(C)CCc2ccccn2)cc1	2.9	-0.4
CC1(C)Cc2cccc(OCC(=O)Nc3ccccc3C(F)(F)F)c2O1	-14.5	-2.9
CN(C)S(=O)(=O)N1CCN(c2ccc([N+](=O)[O-])c(N3CCOCC3)c2)CC1	0.7	3.6
CCn1c(CCCNC(=O)c2ccc(F)cc2)nc2ccccc21	-4.5	-4.2
CSc1nc2ccccc2cc1/C=C(\C#N)c1ccccc1	3.3	2.4
CCc1nc2sc3ccccc3c(=O)c2c(=O)n1Cc1ccco1	-0.2	-6.6
O=S(=O)(NCCC1=CCCCC1)c1ccc(OC(F)(F)F)cc1	-14.6	1.2
COc1ccc(-n2nc(C(=O)NCC(=O)NCc3ccco3)c3ccccc3c2=O)c(OC)c1	-16.7	12.5
O=C(O)COc1ccccc1/C=C1\SC(=S)N(NC(=O)c2ccccc2O)C1=O	-1.9	3.1
CCc1cccc(NS(=O)(=O)c2ccc3c(c2)oc(=O)n3C)c1	-38.3	3.9
O=C(CSc1nnc(-c2ccccc2)c2ccccc12)NCC1CCCO1 (stereo not given)	8.9	1.1
CCOc1ccc(C(=O)CN2CCN(S(=O)(=O)c3ccc(OC)cc3)CC2)cc1	-9.4	15.8
NC(=O)NCc1cccs1	-6.1	-0.5
CC1CCN(C(=O)c2[nH]cnc2C(=O)NCC(=O)OCc2ccccc2)CC1	4.9	-11.5
Cc1ccc(NS(=O)(=O)c2cccc(C(=O)N3CCCCC3)c2)cc1	-16.4	-3.5
O=C(NCc1nnnn1-c1ccccc1)c1ccc2ccccc2c1	-16.0	9.7
O=C(c1cccc(F)c1)N1CCC(O)(c2cccnc2)CC1	-12.5	2.9

Compound profiles, as listed above. Values in the order: H9c2 TAG inh	H9c2 TAG inh DAPI viability
CC1CCN(C(=O)c2[nH]cnc2C(=O)NCC(=O)OCc2ccccc2)CC1 reads 4.9	-11.5
O=C(c1cccc(F)c1)N1CCC(O)(c2cccnc2)CC1 reads -12.5	2.9
CCc1cccc(NS(=O)(=O)c2ccc3c(c2)oc(=O)n3C)c1 reads -38.3	3.9
CC1(C)Cc2cccc(OCC(=O)Nc3ccccc3C(F)(F)F)c2O1 reads -14.5	-2.9

The results go on.
SMILES	H9c2 TAG inh	H9c2 TAG inh DAPI viability
O=C(NCC1CCCO1)c1cccc(S(=O)(=O)NCc2ccccc2)c1 (stereo not given)	11.7	-3.4
Cn1c(N)c(C(=O)COC(=O)COc2cc(Cl)c(Cl)cc2Cl)c(=O)n(C)c1=O	2.0	8.8
c1ccc(C2=Nc3c(ccc4ccccc34)C(c3ccncc3)=NN2)cc1	9.3	0.2
CC(C)CNC(=O)c1c2c(nc3ccccc13)-c1ccccc1CC2	-21.5	12.7
COC(=O)c1ccccc1C(=O)N1CCCC(C(=O)c2cc(F)ccc2F)C1 (stereo not given)	-18.0	-4.7
COc1ccc(C(=O)COC(=O)c2sc(C)nc2C)cc1Cl	-19.7	4.6
CCCC(=O)Nc1nnc(-c2cccc(OCC)c2)s1	26.1	-8.1
O=Cc1ccc(-c2ccc(C(=O)O)cc2)o1	-4.5	3.9
CCc1nc2ccc(C(=O)NCCCn3ccnc3)cn2c1N(C)C(=O)c1cccc(OC)c1	-1.1	-3.9
CCCCOc1ccc(NC(=O)c2cnc(C)cn2)cc1	-10.6	7.8
CCCn1c(=O)c2ccccc2n2c(SCC(=O)Nc3cc(C)on3)nnc12	-11.5	10.2
Cc1cc(C)cc(NC(=O)CSc2nc(=O)n(CCCN3CCOCC3)c3c2CCCC3)c1	6.8	6.2
Nc1sc2c(c1C(=O)NC1CC1)CCCC2	2.5	1.5
C[C@H](CO)N1C[C@H](C)[C@@H](CN(C)Cc2cccc(C(F)(F)F)c2)OCc2cnnn2CCCC1=O	4.9	1.9
Cc1nn(Cc2ccc(C(=O)N3CCCC3)o2)c(C)c1[N+](=O)[O-]	-4.7	8.6
O=C(NC(=S)Nc1ccc(S(=O)(=O)Nc2nccs2)cc1)C1CC1	7.3	-6.4
Cc1cc(C(=O)N=Nc2c(O)n(C(C)C)c3ccccc23)n[nH]1	26.0	-0.3
CCc1cc(=O)[nH]c(SCC(=O)N2CCC(Cc3ccccc3)CC2)n1	-10.4	6.6
O=C(NNC(=O)c1csc(-c2cccnc2)n1)c1ccccc1	-1.1	-3.0
O/C(=C\c1ccc2ccccc2n1)c1ccncc1	-8.2	-5.2
CN(C)S(=O)(=O)c1cccc(NC(=O)c2n[nH]c(=O)c3ccccc23)c1	12.6	2.4
O=C(CN1CCN(C(=O)CNC(=O)c2ccc3c(c2)OCO3)CC1)Nc1ccccc1Cl	3.4	-6.8
CCN(CC)C(=O)NCc1c(C)cc(C)cc1C	-17.7	10.3
O=C(Cc1cc(=O)[nH][nH]1)N/N=C/c1cccc(Cl)c1Cl	11.1	-10.7
COC(=O)c1cc(-c2cccc(OC)c2)n[nH]1	12.8	1.0
NS(=O)(=O)c1ccc(NC(=S)NCc2ccccc2Cl)cc1	12.1	-1.0
Cn1c(=O)c(=O)n(C)c2cc(S(=O)(=O)N3CCCC3C(=O)NCc3cccnc3)ccc21 (stereo not given)	1.2	0.4
O=C(c1ccco1)N1CCN=C1SCc1cccc(F)c1	-9.6	10.6
Cn1c(SCC(=O)NNC(=S)Nc2ccccc2)nnc1-c1ccccc1	-6.1	13.5
CCCC[n+]1ccn(-c2nc3ccccc3nc2[N-]S(=O)(=O)c2cccs2)c1	-5.4	1.7
COc1ccc(-c2noc(N3CCC(C(=O)Nc4cccc(OC)c4)CC3)n2)cc1	14.9	-16.2
COc1ccc2nc(-c3ccc(F)cc3)sc2c1	6.8	2.0
O=C(COC(=O)c1ccc([N+](=O)[O-])s1)c1ccc[nH]1	-3.6	6.1
CN(CC(=O)Nc1ccccc1Cl)C(=O)c1ccc(COc2ccccc2)cc1	4.1	-3.3
Cc1ccccc1NC(=O)/C(C#N)=C/c1ccc(-c2ccc(Cl)c(C(=O)O)c2)o1	-14.7	0.2
O=S(=O)(c1ccccc1)n1cc(-c2cccc3nccn23)c2ccccc21	-3.6	2.9
CC(Sc1ncccn1)C(=O)Nc1ccc2c(c1)OCCO2 (stereo not given)	0.6	-1.1
COc1cc(/C=N/n2c(-c3ccccc3)n[nH]c2=S)cc(OC)c1O	7.7	-9.0
CCN1CCN(C(=O)NC(c2ccc(C)c(F)c2)C(Cl)Cl)CC1 (stereo not given)	-0.7	-0.1
Cc1ccc(-c2cc(C(=O)N/N=C/C=C/c3ccccc3)n[nH]2)o1	-6.2	1.9

As entered above:
Under H9c2 TAG inh DAPI viability, NS(=O)(=O)c1ccc(NC(=S)NCc2ccccc2Cl)cc1 is entered as -1.0
Under H9c2 TAG inh, COc1ccc(-c2noc(N3CCC(C(=O)Nc4cccc(OC)c4)CC3)n2)cc1 is entered as 14.9
Under H9c2 TAG inh DAPI viability, CCN1CCN(C(=O)NC(c2ccc(C)c(F)c2)C(Cl)Cl)CC1 (stereo not given) is entered as -0.1

Next structures:
SMILES	H9c2 TAG inh	H9c2 TAG inh DAPI viability
CCOc1ccc(N(C)S(=O)(=O)c2ccc(C)c(C(=O)OCC(=O)c3c[nH]c4ccccc34)c2)cc1	-37.0	3.8
O=C(Nc1nnc(C23CC4CC(CC(C4)C2)C3)s1)c1ccc(N2C(=O)CCC2=O)cc1	5.6	-1.2
[O-]/C(=C(\C(=S)Nc1ccccc1F)[n+]1ccccc1)c1ccc(-c2ccccc2)cc1	7.4	-2.7
CCOc1ccc(NC(=O)CN(C)C(=O)c2csc3c2CCCC3)cc1OCC	19.1	8.9
Cc1cc(C)cc(N=C(NO)c2cccc([N+](=O)[O-])c2)c1	-19.6	-4.9
CCSc1nc2sc3c(c2c2[n+]1CC(CBr)O2)CCCC3 (stereo not given)	-15.7	17.4
O=C(CN1CCN(Cc2ccccc2F)C1=O)NC1CCCC1	8.0	-12.9
Cn1nnnc1SCC(=O)Nc1ccc(S(=O)(=O)N2CCOCC2)cc1	-2.1	-3.0
CCCCCN(C(=O)CCC(=O)OC(C)C(=O)c1ccccc1)c1c(N)n(CCCC)c(=O)[nH]c1=O (stereo not given)	7.0	-5.2
COc1cc(-c2ccc3oc(-c4cccc(C)c4)c(C#CC4(O)CCCCC4)c3c2)cc(OC)c1OC	51.2*	x
CCCCN1Cc2ccccc2Oc2cc(Br)ccc2S1(=O)=O	-12.8	2.3
CCN(c1ccccc1)S(=O)(=O)c1ccc(C(=O)Nc2cccc(NC(C)=O)c2)cc1	6.9	-3.7
COCCn1c(SCC(=O)Nc2ccc(OC)c(S(N)(=O)=O)c2)nc2ccccc2c1=O	-4.6	3.1
NS(=O)(=O)c1ccc(NC(=O)c2ccc(CSc3ccccc3)o2)cc1	-25.5	1.7
CC1CN(C(C)C)C(=S)N(c2ccccc2)C1=O (stereo not given)	-4.6	2.3
CC1(C)CC(=O)C(C=NCCN2CCN(C3CC(=O)N(c4ccc(Cl)c(Cl)c4)C3=O)CC2)=C(O)C1 (stereo not given)	-0.7	-12.0
COc1ccccc1N(CC(=O)NCc1ccco1)S(C)(=O)=O	-3.8	3.9
Cc1ccc2c(c1)nnn2C1CCN(CC(=O)NNC(=O)c2ccco2)CC1	15.4	-17.2
C=CCOC(=O)C(C#N)c1nc2ccccc2nc1N1CCN(Cc2ccccc2)CC1 (stereo not given)	4.1	-0.9
CCCCCCC1NC(C(=O)O)CS1 (stereo not given)	6.7	-6.7
C[C@@]12C(=O)Nc3ccc(F)cc3C(=O)N1[C@H]1c3cc(Br)ccc3OC[C@@H]1[C@@H]2c1ccccc1	10.8	-2.5
Cc1ccc(CN(C)C(=O)COc2ccc(S(=O)(=O)N3CCCC3)cc2[N+](=O)[O-])c(C)c1	14.1	3.5
CCC(C)(C)NC(=O)CCn1c(-c2ccccc2)cc(C(C)=O)c1C	8.4	0.1
Cc1cccc(NC(=O)NNC(=O)c2ccc3ccccc3c2)c1	8.8	-5.3
CC1(C)CC(NC(=O)CCC2CCCC2)CC(C)(C)N1	9.5	-11.6
COc1ccc(NC(=O)CS(=O)c2cccc(C(F)(F)F)c2)cc1 (stereo not given)	-1.7	-2.0
O=C(COC(=O)c1cc(Cl)ccc1Cl)Nc1ccc2[nH]c(=O)[nH]c2c1	12.8	8.5
COc1ccc(C(=O)NCC(c2cccs2)N2CCOCC2)cc1OC (stereo not given)	-0.3	1.2
COCCn1c(SCC(=O)Nc2ccc3c(c2)CCC3)nc2ccccc2c1=O	6.4	-8.7
Cc1cccc(C(=O)OCC(=O)NC(C)CCc2ccccc2)c1 (stereo not given)	-15.5	13.3
O=c1c2ccc([N+](=O)[O-])cc2ncn1CCOc1cccc(Br)c1	7.3	12.4
CC(C)(C)c1cc(C(=O)NNC(=O)Nc2cccc(Cl)c2)n(Cc2ccccc2)n1	-9.9	-1.4
COCC(=O)NC1CC2CCC(C1)N2C(=S)Nc1ccccc1C(=O)OC (stereo not given)	2.5	1.3
N=c1sccn1CC(=O)Nc1ccc(S(N)(=O)=O)cc1	5.9	-3.3
Cc1c(Cl)sn(-c2ccc(Cl)cc2)c1=O	106.1	-72.4
CCOC(=O)/C(C#N)=C/Nc1cc(C(C)(C)C)sc1C(C)=O	17.5	-8.9
Cc1noc(C)c1CN1C(=O)c2ccccc2C1=O	-13.8	5.3
O=C(Nc1nccs1)C1CC(=O)N(c2ccc(Cl)cc2)C1 (stereo not given)	-1.2	2.7
C=CCc1cc(C)ccc1OCCn1ccnc1	-0.4	6.2
CCN1C(=O)[C@H]2[C@H]3CN=C(SC)N3[C@@](C)(C(=O)OC)[C@H]2C1=O	-2.3	3.9
CC1CCc2nc3ccc(S(=O)(=O)N4CCC(C(=O)NC5CCCC5)CC4)cc3c(C(=O)O)c2C1 (stereo not given)	-7.2	0.7
Cn1ncc(Cl)c1C(=O)NC(=S)Nc1sc2c(c1C#N)CCCCC2	17.9	-17.3
OC(CNCCc1ccccc1)COc1ccc(OCC(O)CNCCc2ccccc2)cc1 (stereo not given)	128.9	-56.2
NC(=O)c1nn(CC(=O)Nc2cccc(S(=O)(=O)N3CCCCCC3)c2)c(=O)c2ccccc12	-7.2	-5.6
COc1ccc(S(=O)(=O)N(C)C[C@H]2OCc3cn(nn3)CCCC(=O)N([C@H](C)CO)C[C@@H]2C)cc1	3.8	3.3
COc1cccc(NC(=O)C(Sc2nnnn2C)c2ccccc2)c1 (stereo not given)	-0.6	2.4
CSc1sc(C(=O)NCC2CC2)c2c1S(=O)(=O)N(C)c1ccccc1-2	3.4	-3.6
COc1cccc(CN2CCC(C(=O)NC(c3ccc4c(c3)OCO4)c3ccccn3)CC2)c1 (stereo not given)	-0.1	-5.1
CC1CCCC(NC(=O)COC(=O)Cc2c[nH]c3ccccc23)C1C (stereo not given)	8.1	-0.3
CC(=O)c1cc(C#N)c(NCCCN(C)C)nc1C	6.0	2.0
N#Cc1ccc(C(=O)Nc2ccn(-c3ccccc3)n2)cc1	-19.1	7.1
CCOC(=O)C1CC(=NO)c2ccc(OC)c(OC)c2C1 (stereo not given)	8.1	9.9
CC(C)OCCCNC(=O)c1sc(=S)n(C)c1N	-2.2	5.2
COc1cccc(OC)c1C(=O)NC(=S)NCc1ccco1	-1.2	-17.5
CC1(Cc2ccc(Cl)cc2)C(=O)Nc2c(Cl)cccc21 (stereo not given)	-7.2	0.9

Reprinted at random: 6 records from the list, in no set order.
SMILES	H9c2 TAG inh	H9c2 TAG inh DAPI viability
N#Cc1ccc(C(=O)Nc2ccn(-c3ccccc3)n2)cc1	-19.1	7.1
COc1ccc(S(=O)(=O)N(C)C[C@H]2OCc3cn(nn3)CCCC(=O)N([C@H](C)CO)C[C@@H]2C)cc1	3.8	3.3
COc1cccc(NC(=O)C(Sc2nnnn2C)c2ccccc2)c1 (stereo not given)	-0.6	2.4
COc1cccc(CN2CCC(C(=O)NC(c3ccc4c(c3)OCO4)c3ccccn3)CC2)c1 (stereo not given)	-0.1	-5.1
COc1cccc(OC)c1C(=O)NC(=S)NCc1ccco1	-1.2	-17.5
CC(=O)c1cc(C#N)c(NCCCN(C)C)nc1C	6.0	2.0

Only part of the results is shown (hit frequency here may not be typical).
